mIAP block – inhibitors of mouse IAP, primary screen, biochemical, luminescence, uHTS. intestinal alkaline phosphatase [Mus musculus]. purified mouse IAP, CDP-Star luminescence, 30 min. inhibition, % at 10 µM. 0.2% of 330,000 active. AID 2806, 2010;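 active = inhibition of at least 40% at 10 µM in the primary screen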;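 note: plate controls were DMSO with enzyme for no effect and no enzyme wells for full effect; values of inactives mirror those of a sister screen read the other way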
NALP3 yeast inh – NALP3 inflammasome inhibitors in reconstituted yeast, primary screen, luminescence, uHTS; Yeast reconstituted NLRP3/ASC/caspase-1, beta-gal luminescence, 24 h; AID 2825, 2010; inhibition, % at 10 µM; 0.39% of 330,000 active;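 active = inhibition of 50% or more; inactive = inhibition below 50%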;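 note: plate controls were induced DMSO wells for no effect and uninduced yeast grown without galactose for full effect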
TIM10 inh – growth inhibitors of isogenic TIM10 control yeast, primary screen, counter-screen for tim10-1 yeast inhibitor project, luminescence, uHTS. S. cerevisiae TIM10 strain growth, BacTiter-Glo luminescence, 24 h. inhibition, % at 10 µM. 1.4% of 330,000 active. AID 463195, 2010;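 active = inhibition of 40% or more at the single tested concentration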;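 note: wild-type TIM10 isogenic control strain grown at permissive 25 °C; 0% = DMSO yeast wells and 100% = minimal medium wells without yeast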
A3A deaminase – APOBEC3A ssDNA deaminase inhibitors, primary screen, selectivity assay for APOBEC3G inhibitor project, biochemical, FAM/TAMRA oligo cleavage fluorescence; inhibition, % at 20 µM; recombinant A3A, FAM/TAMRA ssDNA deamination fluorescence; 0.41% of 330,000 active; AID 493011, 2011;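 active = at least 40% inhibition at 20 µM here, with at most 30% in a related deaminase screen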;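 note: plate controls were A3A with DMSO for no effect and wells lacking A3A enzyme for full effect; some results filed as inactive read as strong as hits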
Target sequence (P31941 whole entry, looked up): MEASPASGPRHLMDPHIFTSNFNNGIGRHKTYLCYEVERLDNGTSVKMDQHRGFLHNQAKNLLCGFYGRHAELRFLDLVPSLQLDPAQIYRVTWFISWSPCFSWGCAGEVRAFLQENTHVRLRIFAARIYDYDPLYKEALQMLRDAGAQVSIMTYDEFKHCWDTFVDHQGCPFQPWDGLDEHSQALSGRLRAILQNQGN
mIAP activ – activators of mouse IAP, primary screen, biochemical, luminescence, uHTS. muIAP, CDP-Star luminescence, 30 min; hits give high values; 1 = vehicle-only enzyme signal, 0 = enzyme-free wells. AID 2805, 2010. activation factor at 10 µM. 0.24% of 330,000 active. intestinal alkaline phosphatase [Mus musculus];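 active = activation factor of at least 2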; note: the source names both 10 and 20 µM as test concentration; values of inactives mirror those of a sister screen read the other way
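Assay system: mouse IAP enzyme; Reagent: CDP-Star chemiluminescent phosphatase substrate; Compound: DMSO-dissolved test compounds; Incubation: 30 min, room temperature; Technique: luminescence from enzymatic CDP-Star hydrolysis; Controls: DMSO-only wells and no-enzyme negative control.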
hIAP inh – human IAP inhibitors, primary screen, biochemical, luminescence, uHTS. purified IAP, CDP-Star luminescence, 30 min. 0.12% of 330,000 active. inhibition, % at 10 µM;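 active = inhibition reaching a set limit with compound at 10 µM in the primary screen, cut at about 35% in these data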;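 note: plate controls were DMSO wells with enzyme for no effect and no-enzyme buffer wells for full effect; values of inactives mirror those of a sister screen read the other way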
Target sequence (P09923 whole entry, looked up): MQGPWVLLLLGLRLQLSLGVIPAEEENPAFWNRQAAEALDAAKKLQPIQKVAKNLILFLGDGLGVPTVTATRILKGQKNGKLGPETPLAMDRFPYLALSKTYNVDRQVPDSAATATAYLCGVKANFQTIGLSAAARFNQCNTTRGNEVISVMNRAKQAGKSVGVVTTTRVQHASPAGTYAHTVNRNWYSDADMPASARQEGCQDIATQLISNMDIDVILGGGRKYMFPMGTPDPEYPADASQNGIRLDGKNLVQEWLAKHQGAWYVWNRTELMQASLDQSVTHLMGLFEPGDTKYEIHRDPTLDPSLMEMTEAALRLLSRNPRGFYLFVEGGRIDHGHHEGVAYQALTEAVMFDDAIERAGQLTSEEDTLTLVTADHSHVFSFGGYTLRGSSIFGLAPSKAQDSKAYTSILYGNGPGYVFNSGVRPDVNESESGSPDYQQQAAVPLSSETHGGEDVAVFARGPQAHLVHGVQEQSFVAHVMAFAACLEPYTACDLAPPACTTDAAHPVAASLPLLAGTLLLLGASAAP
beta cell repl – inducers of MIN6 beta-cell proliferation, primary screen, ATP luminescence, uHTS; MIN6 cells proliferation, ATPlite luminescence, 48 h; cells starved in 0.2% serum; 100% = growth in 10% serum; proliferation, % at 10 µM; 0.29% of 330,000 active;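 active = compounds whose signal lies at least 3.5 SD above the mean of all wells on their plate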;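 note: 0% = DMSO-treated cells in low-serum medium and 100% = 10% serum control; some compounds called inactive have numbers as strong as hits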
APOBEC3G inh – APOBEC3G DNA deaminase inhibitors, primary screen, biochemical, fluorescence, single-stranded DNA substrate, uHTS. DNA dC->dU-editing enzyme APOBEC-3G (Homo sapiens), Q9HC16. recombinant A3G, ssDNA deamination FAM/TAMRA fluorescence. inhibition, % at 20 µM. 0.28% of 330,000 active. AID 493012, 2011;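 active = inhibition of at least 40% at 20 µM, with no more than 30% in the related APOBEC3A deaminase screen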;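 note: plate controls were DMSO wells with A3G for no effect and wells lacking A3G enzyme for full effect; some compounds called inactive have numbers as strong as hits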
Target sequence (Q9HC16 whole entry, looked up): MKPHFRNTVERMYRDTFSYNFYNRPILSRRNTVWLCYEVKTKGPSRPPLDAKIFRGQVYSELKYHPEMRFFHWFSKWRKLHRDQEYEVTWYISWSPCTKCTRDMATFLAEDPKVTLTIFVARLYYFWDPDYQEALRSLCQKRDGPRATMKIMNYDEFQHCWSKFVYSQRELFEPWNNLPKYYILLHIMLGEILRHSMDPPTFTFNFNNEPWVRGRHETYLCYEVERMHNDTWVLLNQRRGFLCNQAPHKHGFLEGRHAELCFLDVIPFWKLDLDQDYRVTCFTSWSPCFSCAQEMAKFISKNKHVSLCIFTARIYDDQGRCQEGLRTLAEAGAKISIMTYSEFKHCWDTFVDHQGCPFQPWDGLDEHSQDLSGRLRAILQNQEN
tim10-1 inh – growth inhibitors of tim10-1 mutant yeast, primary screen, luminescence, uHTS | S. cerevisiae tim10-1 ts strain growth, BacTiter-Glo, 24 h | 2.2% of 330,000 active | AID 463190, 2010 | inhibition, % at 20 µM;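 active = inhibition of at least 40%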;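 note: mutant grown at 25 °C; 0% = DMSO wells with yeast and 100% = wells holding no yeast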
* marks the source's active call; other numbers are inactive results.

SMILES	mIAP block	NALP3 yeast inh	TIM10 inh	A3A deaminase	mIAP activ	hIAP inh	beta cell repl	APOBEC3G inh	tim10-1 inh
C=CC#CC1(O)CC(C)N(C)CC1C (stereo not drawn)	-1	24	-4	5	1	9	-1	0	5
O=C(O)c1cccc2[nH]c(C(F)(F)F)nc12	2	16	10	-2	0.98	8	-5	-1	24
CC(=O)N1CCN(S(=O)(=O)c2cccc(C(=O)NNC(=O)COc3c(C)cccc3C)c2)CC1	23	-5	2	-3	0.77	-25	1	-6	-10
CCc1ccccc1OCC(=O)N1CCN(c2ncccn2)CC1	4	26	1	1	0.95	-18	0	-2	11
CCN(C(=O)COC(=O)/C(=C/c1ccccc1)n1nnnc1C)C1CCCCC1	0	20	41*	2	1	1	-6	-1	42*
COc1cccc(/C=N/N2C(=O)NC3(CCCCC3)C2=O)c1O	-6	1	26	-2	1.1	-28	0	-4	8
Clc1ccc(C(c2nnnn2C2CCCC2)N2CCN(Cc3ccncc3)CC2)cc1 (stereo not drawn)	-9	18	21	-2	1.1	-5	-1	-4	21
NS(=O)(=O)c1ccc(CCNC(=O)CSc2nc3ccccc3c3nc(CCN4CCCCC4)nn23)cc1	-11	6	6	3	1.1	-14	-2	-6	8
Cc1nc(C)c(C(=O)Nc2nc3c(C)cccc3s2)o1	18	26	-1	31	0.82	12	-2	15	21
Cc1ccc(S(=O)(=O)Nc2ccccn2)cc1[N+](=O)[O-]	6	9	17	-3	0.94	-4	-2	-6	8
Cc1ccc(CSCC(=O)Nc2ccc3c(c2)OCO3)cc1	-1	15	11	-2	1	-4	1	0	23
Cc1ccccc1CO/N=C/c1[nH]ncc1Br	3	35	0	-4	0.97	8	0	-14	24
CC(NCCc1ccc(S(N)(=O)=O)cc1)C(=O)NCc1ccccc1 (stereo not drawn)	-14	8	2	6	1.1	8	-2	5	19
NC(=O)c1cc(Br)cc2c3c([nH]c12)CCCC3	2	20	56*	1	0.98	12	-1	-3	69*
O=C(Cc1ncn[nH]1)NCCc1ccccc1	5	16	2	2	0.95	0	0	-1	3
CCOc1ccc(-n2c(SCC(=O)Nc3cc(OC)c([N+](=O)[O-])cc3C)nc3ccccc32)cc1	9	-4	13	-2	0.91	0	-2	-6	16
CN(C)c1cccc(C(=O)NCc2ccc(Cl)cc2)c1	-8	9	-7	-2	1.1	-7	-2	-3	16
Cc1ncc([N+](=O)[O-])n1CC(=O)Nc1cccc(C(F)(F)F)c1	11	10	1	0	0.89	15	-1	-5	4
CCC(CC)c1nnc(NC(=O)c2nc3nc(C)cc(C)n3n2)s1	8	-10	4	5	0.92	-11	-2	1	17
COc1ccc(NCc2nnc(SCC(=O)c3ccc(OC)cc3)o2)cc1	23	19	3	0	0.77	20	-6	-7	26

One compound at a time, as listed above. Order of screens: mIAP block | NALP3 yeast inh | TIM10 inh | A3A deaminase | mIAP activ | hIAP inh | beta cell repl | APOBEC3G inh | tim10-1 inh
Results for CCN(C(=O)COC(=O)/C(=C/c1ccccc1)n1nnnc1C)C1CCCCC1 : 0 | 20 | 41* | 2 | 1 | 1 | -6 | -1 | 42*
Results for CC(NCCc1ccc(S(N)(=O)=O)cc1)C(=O)NCc1ccccc1 (stereo not drawn) : -14 | 8 | 2 | 6 | 1.1 | 8 | -2 | 5 | 19
Results for Cc1ccccc1CO/N=C/c1[nH]ncc1Br : 3 | 35 | 0 | -4 | 0.97 | 8 | 0 | -14 | 24

Returning to the listing, starting 2 compounds before the break.
SMILES	mIAP block	NALP3 yeast inh	TIM10 inh	A3A deaminase	mIAP activ	hIAP inh	beta cell repl	APOBEC3G inh	tim10-1 inh
CCC(CC)c1nnc(NC(=O)c2nc3nc(C)cc(C)n3n2)s1	8	-10	4	5	0.92	-11	-2	1	17
COc1ccc(NCc2nnc(SCC(=O)c3ccc(OC)cc3)o2)cc1	23	19	3	0	0.77	20	-6	-7	26
N=c1c2c(-c3ccccc3)c(-c3ccccc3)n(Cc3ccco3)c2ncn1CCO	-4	7	32	-5	1	4	-5	-8	43*
COc1ccc(NC(=O)COc2cccnc2[N+](=O)[O-])cc1OC	7	-14	7	1	0.93	22	-1	-13	4
CCOC(=O)c1sc(Nc2nc3ccc(OC)cc3s2)cc1C	5	15	18	1	0.95	-15	-7	-6	13
O=C(CN(C(=O)c1csnn1)c1cccc(Cl)c1)NCCc1ccccc1	-1	21	-12	-4	1	6	-2	-9	2
COc1ccc2[nH]c(=O)c(CNC3CCCCC3)cc2c1	4	22	0	2	0.95	4	-1	0	7
COc1ccc(CN2c3cc(S(=O)(=O)N4CCOCC4)ccc3N3CCCC32)cc1 (stereo not drawn)	-2	9	1	-1	1	1	-1	-1	13
Cc1ccc(-c2csc(-c3c[nH]c4ccccc34)n2)cc1	-12	22	33	-19	1.1	-11	-6	-5	60*
CCC1CCC(C(=O)NC(C(=O)NCCc2ccc(S(N)(=O)=O)cc2)C(C)C)CC1 (stereo not drawn)	2	10	-10	-1	0.98	-12	-2	-2	3
Cc1ncc[nH]1	-7	8	6	-4	1.1	-3	-4	-7	-20
CCc1ccc(NC(=O)Cn2nc(C)n3cccc3c2=O)cc1	-13	-6	1	2	1.1	1	0	5	0
Cc1ccccc1OCC(=O)NCCCNC(=O)c1ccncc1	2	0	-16	-3	0.98	-2	0	-7	-11
Cc1ccc(-c2cc(C(=O)Nc3c(C)n(C)n(-c4ccccc4)c3=O)[nH]n2)c(O)c1	1	6	1	4	0.99	8	3	3	6
O=S(=O)(c1ccc(Cl)cc1)n1cnc2ccccc21	-8	17	-4	-4	1.1	-16	-2	-6	-24
Cc1nnc(N2CCCC(C(=O)NCc3cccc(F)c3)C2)c2nn(-c3ccccc3)c(C)c12 (stereo not drawn)	-9	-8	-5	1	1.1	-11	-4	-4	11
Cc1cc(N(CCO)CCO)ccc1N=Nc1cc(F)ccc1F	25	28	16	10	0.75	26	1	6	41*
CCC12C(=O)C(CC)(C(c3ccccc3)=C1c1ccccc1)[C@@H]1C(=O)N(c3ccc(C)cc3)C(=O)C12 (stereo partly drawn)	-3	9	19	2	1	8	-5	-3	20
Nc1nonc1-n1nnc(C(=O)N/N=C/c2ccoc2)c1CSc1ccc(Cl)cc1	8	6	17	0	0.92	0	-3	0	13
COc1ccccc1NC(=O)Cc1noc(CSc2nnc(C)n2C)n1	3	7	-6	1	0.97	4	-1	9	-1
CC(=O)Nc1cccc(C(=O)OCC(=O)N2CCC(c3ccccc3)=N2)c1	0	2	11	3	1	-7	3	-10	13
COc1ccc(NS(=O)(=O)c2cc(N)ccc2N2CCCCC2)cc1	-12	-11	14	-1	1.1	-6	2	-7	20
CC(C)N1C(=O)CCC1C(=O)N1CCN(c2ccccn2)CC1 (stereo not drawn)	-5	19	-14	-4	1	-19	-2	-16	15
O=C(c1ccc(C(F)(F)F)cc1)N1CCC(=O)N(C(CO)Cc2ccccc2)CC1 (stereo not drawn)	-9	-17	-5	3	1.1	10	-2	4	14
COc1ccc(-c2nc3ccccc3nc2-c2ccccc2)cc1OC	8	8	13	-6	0.92	7	0	-1	3
COc1ccc(-c2csc(NC(=O)c3ccccc3Br)c2C(=O)O)cc1	7	42	18	-2	0.93	-2	0	-5	16
CCOC(=O)C1=C(N)OC2=C(C(=O)CCC2)C1c1ccco1 (stereo not drawn)	7	15	0	-3	0.93	5	-2	-5	7
CC(C)(C)S(=O)(=O)/C(C#N)=N/Nc1ccc(S(C)(=O)=O)cc1	9	24	-2	1	0.91	3	1	-5	-2
Cc1ccccc1N1C(S)=C(C#N)C(=O)NC12CCCCC2	-2	-2	4	-1	1	4	3	-7	2
O=C(CN1CCN(S(=O)(=O)c2ccc(Br)cc2)CC1)c1ccc(O)c(O)c1	25	30	-7	-4	0.75	11	-2	-3	5
COc1ccccc1-n1nnnc1SCC(=O)NC1CCCCC1	6	9	-1	-1	0.94	9	-2	-7	-23
Cc1cccc(/N=C/c2sc3ccccc3c2O)n1	6	15	3	1	0.94	-2	-1	-4	7
CC(OC(=O)c1ccc2c(=O)n3c(nc2c1)CCCCC3)C(=O)Nc1ccc(F)cc1Cl (stereo not drawn)	5	-9	-6	-2	0.95	9	0	-5	-5
COc1ccc(/C=C/C=N/NC(=O)COc2ccc(OC)cc2)cc1	7	21	24	-2	0.93	-11	-1	-3	29
N/C(Cc1ccc([N+](=O)[O-])cc1)=N\OC(=O)c1ccc([N+](=O)[O-])cc1	-3	14	84*	-4	1	2	-4	-3	59*
CC(Cc1c[nH]c2ccccc12)NC(=O)OCCCl (stereo not drawn)	-2	24	5	1	1	0	0	7	2
Cc1nn(C)cc1S(=O)(=O)N1CCN(c2ccc(F)cc2)CC1	0	17	3	-2	1	-24	-3	-7	-19
COc1ccccc1C(=O)COC(=O)c1cc([N+](=O)[O-])ccc1N1CCOCC1	15	21	-99	-2	0.85	16	10	-10	0
CCOC(=O)[C@H](CCc1ccccc1)N[C@@H](C)C(=O)N1[C@H](C(=O)O)C[C@@H]2CCC[C@@H]21	4	-3	8	-3	0.96	3	1	-3	11
O=C(OCC(=O)N1CCc2ccccc21)c1ccc[nH]c1=O	-15	-8	-17	-2	1.2	-7	-1	-1	6
COC(=O)CN1C(=O)C2(OCCCO2)c2ccccc21	0	-3	6	3	1	-2	-1	-1	9
C[C@]12CC[C@H](O)CC1=CCC1C2CC[C@@]2(C)C1CCC21OCCO1 (stereo partly drawn)	8	57*	14	-2	0.92	8	-2	-4	6
COC(=O)c1cc(C(=O)Nn2cnnc2)cc([N+](=O)[O-])c1	7	19	7	-1	0.93	-38	-4	11	-5
COc1ccc(OC)c(/C=C/C(=O)c2ccc3c(c2)OCCO3)c1	-6	22	-3	-4	1.1	10	-5	-5	-3
CCCC(=O)O[C@@H]1C[C@@H](C)N(C(=O)c2ccccc2)c2ccc(C)cc21	2	0	12	-3	0.97	3	0	-3	26
C#Cc1cccc(C(=O)N2CCCC(Nc3cccc(F)c3)C2)c1 (stereo not drawn)	2	20	-7	1	0.98	-2	-2	1	-8
CCS(=O)(=O)N1CCC(NC(=O)c2ccco2)CC1	12	-3	4	2	0.88	12	-3	-3	14
COc1ccc(OCC(=O)Nc2sc3c(c2C(=O)NCC2CCCO2)CCC3)cc1 (stereo not drawn)	5	8	19	-6	0.95	0	1	-8	19
Cc1ccc(S(=O)(=O)Nc2ncnc3ccccc23)cc1	4	5	-2	0	0.96	-8	1	-5	13
COc1ccc(Cl)c2c1[nH]c1nc(SCc3cccnc3)nnc12	8	6	-30	3	0.93	-33	-1	-1	16
COc1ccc(S(=O)(=O)CCC(=O)Nc2cccc(OC)c2)cc1	1	-1	-8	-1	0.99	-4	2	-4	27
N=c1n(CCCOc2ccc(F)cc2)c2ccccc2n1CC(N)=O	4	-2	-3	5	0.96	-6	-1	5	14
O=C(Cc1c(C(=O)O)[nH]c2ccccc12)NCCN1CCN(c2cccc(Cl)c2)CC1	-3	25	-12	7	1	-25	-2	1	1
C/C(Cn1nnc([N+](=O)[O-])n1)=N\NC(=O)c1ccc(Cl)c(Cl)c1	11	23	-44	0	0.89	7	0	-6	-188

From PubChem
